# Screens: PubChem, National Center for Advancing Translational Sciences (NCATS)
# NPC1 prom act – activates the NPC1 promoter | actives 2.4% (n = 320,000) | AID 485313 | Huh7 NPC1 promoter luciferase reporter, 24 h | Potency, µM (top dose mostly 9.22 µM), for the others: at the top dose activation, most hits filed as activators;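 note: potency is the fitted concentration of half-maximal effect; % of control where 0% means no effect; nearly all actives have a fitted effect of over 60% in size; reporter is driven by a mutant NPC1 promoter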
#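 Stably transfected Huh7 (NPC1 promoter→luciferase), 1500 cells/well in Opti-MEM + 10% FBS, 2 h settle, then compound 24 h at 37 °C. Luminescence after 10 min with Amplite reagent.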
# Rab9 promoter act – activates the Rab9 promoter | Huh7 Rab9 promoter-luciferase reporter, luminescence, 24 h | actives 2.8% (n = 320,000) | Potency, µM (doses to about 9.22 µM), inactives show at the top dose activation, negative = inhibition, hits mostly activators; note: potency is the fitted concentration of half-maximal effect; % of control where 0% means no effect; nearly all actives have a fitted effect of over 60% in size
#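 Cell-based reporter: Huh7 stable for Rab9 promoter-driven luciferase, plated in reduced-serum medium with 10% FBS at 1500 cells/well, compound-treated 24 h at 37 °C, luminescence read after 10 min reagent.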
# FLuc modulator – firefly luciferase modulation, counter-screen for miR-21 project. purified FLuc, Km substrates, luminescence inhibition. AID 588342. Potency, µM (series often up to 57.5 µM), without a hit: at the top dose activity change, negative = inhibition, most hits filed as inhibitors. P08659. actives 6.9% (n = 360,000);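 note: potency is the fitted concentration of half-maximal effect; plate controls were vehicle for no effect and reference inhibitor for full effect; nearly all actives have a fitted effect of over 55% in size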
# Target sequence (P08659 whole entry, looked up): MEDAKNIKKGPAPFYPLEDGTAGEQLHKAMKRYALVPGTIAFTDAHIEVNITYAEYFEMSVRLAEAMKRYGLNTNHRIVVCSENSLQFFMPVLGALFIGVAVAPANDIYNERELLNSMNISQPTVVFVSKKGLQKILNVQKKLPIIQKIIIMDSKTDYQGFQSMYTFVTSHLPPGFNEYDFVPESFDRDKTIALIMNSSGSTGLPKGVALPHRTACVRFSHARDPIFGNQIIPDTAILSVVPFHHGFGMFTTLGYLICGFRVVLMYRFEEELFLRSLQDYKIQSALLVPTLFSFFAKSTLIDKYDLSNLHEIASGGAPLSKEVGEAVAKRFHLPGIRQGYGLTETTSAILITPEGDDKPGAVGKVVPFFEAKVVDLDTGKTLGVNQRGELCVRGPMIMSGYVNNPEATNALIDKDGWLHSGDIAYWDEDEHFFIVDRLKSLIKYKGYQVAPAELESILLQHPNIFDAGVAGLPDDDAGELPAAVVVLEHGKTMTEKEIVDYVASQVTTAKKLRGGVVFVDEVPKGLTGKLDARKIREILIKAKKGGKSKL
#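 Biochemical qHTS of compounds, final roughly 60 µM downward over six points, against 10 nM purified firefly luciferase using Km concentrations of substrates (10 uM D-luciferin, 10 uM ATP) in Tris acetate pH 7.5 buffer; luminescence output.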
# Giardia killer – Giardia lamblia killing. actives 0.15% (n = 340,000). activity change, % at 7.66 µM, hits read low. Giardia lamblia trophozoite viability; in the data active = activity change below about -80%; inconclusive = between about -30% and that limit;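 note: parasites exposed to compound for two days anaerobically before the ATP read; % is set by controls: 0 for no effect and ±100 for the full control effect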
#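 Trophozoites 100 cells/well + cpd; 48 hrs, 37 deg C, anaerobic. ATPLite 1-Step added, 15-30 min RT, luminescence read (ATP-based viability).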
# uPA generation – inhibitors of cell surface uPA generation; cell surface uPA generation assay, qHTS; Potency, µM (top dose mostly 38.3 µM), without a hit: at the top dose activity change, negative = inhibition, most hits filed as inhibitors; actives 0.31% (n = 330,000); active = well fitted inhibition curve with a large enough effect; inconclusive = small, poorly fitted or top-dose-only effect; inactive = no such curve, though single readings can be large or run the other way; tested in mouse RAW 264.7 cells; note: potency is the fitted concentration of half-maximal effect; % is set by controls: 0 for no effect and ±100 for the full control effect; nearly all actives have a fitted effect of over 55% in size
# ELG1 genotox – genotoxicity induction in ELG1-luciferase HEK293T cells; Potency, µM (highest dose often 46 µM), for inactives: top-dose activity change, positive = activation, hits mostly activators; actives 1.3% (n = 330,000); HEK293T ELG1-luciferase reporter, luminescence, 16 h; AID 504466; note: potency is the fitted concentration of half-maximal effect; % of control where 0% means no effect; nearly all actives have a fitted effect of over 60% in size
#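 Luminescence read-out: rising ELG1-luciferase signal, reflecting elevated ELG1 protein under genetic stress, flags genotoxic compounds. Cells were treated for 16 hr at 37 °C before ONE-Glo detection.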
# Tb PFK block – blocks T. brucei phosphofructokinase | actives 0.17% (n = 330,000) | T. brucei PFK, ADP-Glo luminescence | Potency, µM (titrated, usually from 57.5 µM), for inactives: at the top dose activity, negative = inhibition, hits mostly inhibitors | O15648;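 note: potency is the fitted concentration of half-maximal effect; 0% = uninhibited 1x PFK enzyme wells and -100% = no-enzyme wells; nearly all actives have a fitted effect of over 60% in size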
# Target sequence (O15648 whole entry, looked up): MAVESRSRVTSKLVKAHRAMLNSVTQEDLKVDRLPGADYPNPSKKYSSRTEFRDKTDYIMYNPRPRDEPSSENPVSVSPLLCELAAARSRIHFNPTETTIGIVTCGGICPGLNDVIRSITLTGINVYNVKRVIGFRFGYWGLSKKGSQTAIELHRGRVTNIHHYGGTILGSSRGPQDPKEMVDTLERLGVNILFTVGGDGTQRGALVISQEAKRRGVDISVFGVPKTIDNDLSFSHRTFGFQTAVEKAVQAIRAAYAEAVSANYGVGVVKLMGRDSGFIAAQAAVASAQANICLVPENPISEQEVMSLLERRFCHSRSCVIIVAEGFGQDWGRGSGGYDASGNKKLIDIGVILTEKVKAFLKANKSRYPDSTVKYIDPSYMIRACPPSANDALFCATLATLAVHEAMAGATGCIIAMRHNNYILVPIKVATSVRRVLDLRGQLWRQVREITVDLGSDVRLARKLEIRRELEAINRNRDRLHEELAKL
#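 In TEA buffer at pH 8.0 with 5 mM MgCl2, enzyme (1.25 nM) converted F6P (0.5 mM) and ATP (0.1 mM) for 45 min at room temperature. ADP product was read by luciferase luminescence.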
# KCNH2 3.1 block – KCNH2 3.1 (human) potassium channel inhibition; U2OS KCNH2 3.1, thallium flux FluxOr; stronger effect = lower value; activity change, % (tested at about 1.8 µM); actives 0.95% (n = 340,000); AID 720553;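 active = maximum activity change below -70%; inconclusive = maximum activity change from -70% to -50%; inactive = maximum activity change above -50%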;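 note: thallium influx rate constant from kinetic fluorescence after stimulation buffer; % is set by controls: 0 for no effect and ±100 for the full control effect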
#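 Virally transduced U2OS (3.1 isoform, 4 h infection in dark at RT) → overnight 37 C → FluxOr + Red40 in HBSS/HEPES, 45 min → stimulation buffer, 2 min kinetic read → rate constant vs DMSO controls.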
# FBPA coupling cs – coupling enzyme interference in Giardia aldolase counter-screen; coupling enzyme system counterscreen, AmpLite Red fluorescence; activity change, negative = inhibition, % at 58.2 µM, hits read low; actives 0.67% (n = 290,000); AID 2472; in the data active = activity change below about -30%; note: % is set by controls: 0 for no effect and ±100 for the full control effect
#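 Counterscreen lacking aldolase: glyceraldehyde-3-phosphate coupling-enzyme reagent preincubated 10 min at RT with compound (at 57.5 uM final), then substrate/coupling system with AmpLite Red added; fluorescence read at 525/598 nm after 20 min RT.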
# RORg inh – ROR gamma (mouse) transcription inhibition | Potency, µM (highest dose often 53.6 µM), without a hit: at the top dose activity change, negative = inhibition, actives largely listed as inhibitors | Drosophila S2 Gal4-RORgamma UAS-luciferase reporter, 20 h | P51450 | actives 5.4% (n = 310,000) | AID 2551; note: potency is the fitted concentration of half-maximal effect; % is set by controls: 0 for no effect and ±100 for the full control effect; nearly all actives have a fitted effect of over 60% in size
#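 Stably transfected Drosophila Schneider cells are the test system, with ROR gamma fused to Gal4 and luciferase under UAS control; luminescence is read after 20 hr of 700 uM copper sulfate induction at ambient temperature.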
# Gal4-VP16 FLuc – inhibits Gal4-VP16 luciferase reporter, ROR gamma counter-screen. Drosophila S2 Gal4-VP16 UAS-luciferase, luminescence, 20 h. Potency, µM (doses to about 53.6 µM), without a hit: at the top dose activity, negative = inhibition, most hits filed as inhibitors. actives 3.5% (n = 310,000);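 note: Gal4-VP16 expression switched on by copper sulfate through the metallothionein promoter; potency is the fitted concentration of half-maximal effect; % is set by controls: 0 for no effect and ±100 for the full control effect; nearly all actives have a fitted effect of over 50% in size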
# The depositor's hits bear a star; ? = inconclusive; / = not tested or not shown; & = joins results of further samples; [ ] = another dose, or the depositor's remark. Unless noted, calls come from the whole dose curve; as a rule, active = well fitted curve in the direction sought with a large enough effect; inconclusive = small, poorly fitted or top-dose-only effect, or another doubt; inactive = no such curve, though single readings can be large; an effect the other way counts as inactive or inconclusive.
SMILES	NPC1 prom act	Rab9 promoter act	FLuc modulator	Giardia killer	uPA generation	ELG1 genotox	Tb PFK block	KCNH2 3.1 block	FBPA coupling cs	RORg inh	Gal4-VP16 FLuc
O=C(O)c1ccc(COc2ccc([N+](=O)[O-])cc2)o1	16%	1%	-4%	11	0%	8%	-6%	20	6	3%	0%
CCc1c(C)nc(SCC(=O)Nc2nc(-c3ccc(OC)cc3)cs2)[nH]c1=O	-4%	-1%	?	-2	-1%	-3%	6%	-2	3	-6%	-8%
Cc1nc2c(ccc3nc(NC(=O)C4CC4)sc32)s1	?	-3%	13µM*	-6	-12%	-6%	6%	-3	1	-19%	-6%
Cc1ccc2[nH]c(C(=O)N/N=C/c3ccc([N+](=O)[O-])cc3)c(C)c2c1	-32%[inhibitor]	-20%	1%	-16	?	1%	-5%	-8	1	-12%	-3%
CCOCCCNC(=O)c1ccc2c(c1)N(CC)C(=O)c1ccccc1S2=O (centres undefined)	-4%	-9%	0%	-1	-9%	0%	0%	15	0	-2%	1%
CCN(C(=O)COC(=O)/C=C/c1ccccc1[N+](=O)[O-])C1CCS(=O)(=O)C1 (centres undefined)	-1%	2%	-3%	15	1%	-3%	3%	17	3	-9%	-10%
O=C1C=C(NNC(=O)c2ccncc2)CC(c2ccccc2)C1 (centres undefined)	-1%	-8%	2%	10	77%[activator]	2%	-3%	12	2	48%	-21%
O=C(NCCCn1ccnc1)c1cccc(Cl)c1	0%	-7%	-1%	19	5%	-1%	-9%	-4	3	29%	1%
COc1ccc(CCC(=O)N2c3ccccc3CC2C)cc1 (centres undefined)	24%	22%	?	15	/	?	0%	-3	1	17%	1%
Cc1cc(C)c2nc(NNC(=O)c3ccc(S(=O)(=O)N4CCc5ccccc5C4)cc3)sc2c1	-2%	-13%	2%	-29	?	?	-3%	16	2	1.6µM*	3.2µM*
COc1cccc2[nH]c3c(=O)n(CCCN4CCOCC4)cnc3c12	-6%	-1%	0%	-4	-5%	2%	-3%	3	-1	-11%	-5%
CCOc1ccc(-c2nnc(-c3cccs3)o2)cc1OCC	3.5µM*	?	?	2	2%	?	3%	24	0	3%	24%
O=C(NCC1CC1)[C@@H]1C[C@H]1[C@@H](NP(=O)(c1ccccc1)c1ccccc1)c1ccccc1	3%	0%	-1%	-1	-6%	1%	-4%	-2	-2&4	13%&3%	-5%&-11%
CC(C)(C)OC(=O)NC(Cc1ccccc1)C(=O)N1CCCC1C(=O)O (centres undefined)	-1%	-1%[1.84 µM]	0%	-16	-18%	-1%	-4%	-16	1	-24%	7%
CCNC(=O)CCc1nc(-c2ccc(C)cc2)no1	4%	0%	-18%	-6	3%	2%	0%	11	2	34%	5%
CCN(C#N)c1nc(NC(C)C)nc(NC(C)C)n1	-4%	-2%	0%	-11	/	6%	-6%	3	1	-19%	1%
CCN(CC)S(=O)(=O)c1ccc(N=NC2=C(O)CCCC2=O)cc1	-2%	3%	0%	6	-17%	5%	-1%	-9	2	3%	13%
CC(=O)c1ccc(NC(=O)C(C)N(C)CC(=O)Nc2cccc(F)c2)cc1 (centres undefined)	1%	-2%	-4%	10	1%	-4%	0%	8	1	6%	8%
OCC1(Cc2ccc(F)cc2)CCCN(CCc2ccccc2)C1 (centres undefined)	-3%	-3%	0%	9	4%	0%	1%	-14	2	-15%	-5%
COc1ccccc1-n1cc(CN2CCN(C3CCCC3)C(CCO)C2)cn1 (centres undefined)	-4%	-1%	0%	0	2%	-1%	-1%	4	2	-6%	5%
CCn1c(/C=C/c2c(C)n(CC)c3ccccc23)nc2ccccc2c1=O	3%	4%	-6%	14	6%	12%	0%	-2	3	17%	-1%
O=C(CSc1nccc(-c2cccs2)n1)Nc1ccc(Cl)cc1	4%	2%	4%	-4	-9%	-5%	-2%	-24	1	38%	-13%
O=S1(=O)N=C2CCCCCN2C(c2ccccc2)N1 (centres undefined)	-1%	12%	4%	5	3%	-7%	2%	-19	-11	16%	-25%
O=c1nc2n(c3ccc(Br)cc13)CCS2	-3%	-9%	3%	7	/	9%	2%	-2	1	?	16%
C[C@]12C=CC(=O)C=C1CC[C@@H]1[C@@H]2[C@@H](O)C[C@@]2(C)[C@H]1CC[C@]2(O)C(=O)COC(=O)CCC(=O)O	-3%	-1%	0%	7	-13%	10%	-5%	9	3	-1%	-8%
O=C(CCn1c(=O)sc2ccccc21)NCCC1=CCCCC1	2%	3%	-4%	23	-11%	-8%	19%	4	-3	24%	-9%
Cc1nnc(SCC(=O)N(C)CC(=O)Nc2ccc(F)cc2)n1Cc1ccccc1	-4%	10%	-5%	-9	-1%	2%	-2%	14	2	22%	-1%
Cc1nc2sccn2c(=O)c1S(=O)(=O)N1CCN(c2ccc(F)cc2)CC1	0%	3%	4%&4%	14	6%	2%	-1%	1	2	-9%	3%
CC(C)C1NC(=S)N(Cc2ccccc2)C1=O (centres undefined)	-6%	-12%	7%	19	7%	1%	1%	2	/	?	?
CCCCSc1nnc(-c2ccc(NC(=O)CC)cc2)n1C	-1%	0%	0%	2	-3%	-2%	-1%	-9	1	28%	5%

# Some entries already given, limited to Gal4-VP16 FLuc.
molecule,Gal4-VP16 FLuc
CCn1c(/C=C/c2c(C)n(CC)c3ccccc23)nc2ccccc2c1=O,-1%
O=C(CSc1nccc(-c2cccs2)n1)Nc1ccc(Cl)cc1,-13%
O=S1(=O)N=C2CCCCCN2C(c2ccccc2)N1 (centres undefined),-25%
O=c1nc2n(c3ccc(Br)cc13)CCS2,16%

# Continuation.
SMILES	NPC1 prom act	Rab9 promoter act	FLuc modulator	Giardia killer	uPA generation	ELG1 genotox	Tb PFK block	KCNH2 3.1 block	FBPA coupling cs	RORg inh	Gal4-VP16 FLuc
COc1ccc(S(=O)(=O)Cc2ccc(C(=O)NCCCN3CCc4ccccc4C3)o2)cc1	1%	4%	4%	-25	-8%	0%	1%	-3	3	4%	3%
Cc1ccc(-c2nnc(SCC(=O)NNC(=O)COc3cccc(C)c3)n2C)cc1	1%	4%	-11%	-5	-10%	0%	4%	-7	1	19%	1%
NC(=O)c1sc2nc3c(c(-c4ccccc4)c2c1N)CCC3	-3%	-2%	-2%	-3	11%	-9%	-2%	-1	-3	?	-19%
Cc1ccc2c(c1)C(c1ccncc1)=NNC(c1ccccc1)=N2	?	2.8µM*	17µM*	12	0%	7%	-7%	-2	0	-39%	-13%
Cc1nnc(SCC(=O)NNC(=O)COc2ccc(Cl)cc2)n1C	-1%	-2%	-11%	-14	-1%	1%	2%	4	-1	-18%	-2%
C=CCOc1ccc(C2=NOC(C(=O)Nc3ccc4c(c3)OCCO4)C2)cc1 (centres undefined)	0%	0%	-18%	1	-66%	0%	-4%	14	0	35%	-7%
Cc1c(NC(=O)/C(C#N)=C/c2c(Oc3ccccc3)nc3ccccn3c2=O)c(=O)n(-c2ccccc2)n1C	-6%	15%	0%	-2	-7%	6%	0%	-8	-6	-9%	-15%
CC1C(=O)C(C)C(c2cc(Cl)ccc2O)NC1c1cc(Cl)ccc1O (centres undefined)	-1%	-7%	1%	-3	-6%	-8%	2%	9	0	?	?
CN(C)/C=C(\C=O)c1cccc(Cl)c1	-1%	-2%	1%	-4	6%	5%	3%	-21	-1	9%	-1%[10 µM]
CCc1nnc(NC(=O)CSc2nc3[nH]ncc3c(=O)[nH]2)s1	0%	-10%	?	-22	-3%	0%	2%	-7	3	-16%	-5%
CCc1ccc(NC(=O)/C(C#N)=C/c2ccncc2)cc1	-2%	1%	0%	-22	-4%	10%	6%	-11	/	3%	1%

# NPC1 prom act, what is marked active above
SMILES | NPC1 prom act | Rab9 promoter act | uPA generation | Tb PFK block | RORg inh
CCOc1ccc(-c2nnc(-c3cccs3)o2)cc1OCC | 3.5µM* | ? | 2% | 3% | 3%
